S1P3 agonist: S1P3 (human) receptor agonism. activation, % at 4.5 µM. S1P3 NFAT-BLA reporter cells, FRET ratio; relative to 1 µM S1P, basal subtracted. 60,000 tested, 0.1% active;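 active means activation above the screen-wide mean plus 3 SD, cut at about 4.5% in these data, passing the limit was not always enough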; further: some compounds called inactive have numbers as strong as hits
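Material: Human S1P3 NFAT-BLA reporter CHO cells | Incubation: Overnight plating, 4 h compound 37 °C, 2 h substrate RT | Signal: FRET β-lactamase substrate fluorescence, excitation 405 nm, 460/535 nm emission ratio, background-subtracted | Compound: 4.5 µM final, single dose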
5HT1E antag: 5-HT1E (human) receptor antagonism | CHO 5-HT1E Ga15 NFAT-bla reporter, FRET, antagonist | P28566 | inhibition, % at 6 µM | 65,000 tested, 0.99% active;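 active means inhibition above a set limit, the mean inhibition across every tested compound plus 3 SD, cut at about 29% in these data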;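 further: signal is the 460 over 535 nm emission ratio of beta-lactamase substrate; 0% = agonist plus DMSO wells and 100% = wells without agonist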
Jurkat viability: cytotoxicity toward Jurkat cells. Jurkat E6.1 viability, ATP luminescence, 48 h. inhibition, % at 4 µM. 56,000 tested, 1.2% active. AID 463;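 active means inhibition above the mean inhibition of all tested compounds plus 3 SD, cut at about 28% in these data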
HTR1E agonist: agonists of human 5-HT1E serotonin receptor. CHO 5-HT1E Ga15 NFAT-bla reporter, FRET; 0% DMSO wells, 100% control agonist wells. 65,000 tested, 0.69% active. activation, % at 6 µM;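 active means activation above a set limit, the screen-wide mean activation plus 3 SD, cut at about 8.5% in these data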;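 further: 100% = positive control agonist at 1 µM giving full maximal response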
M1 agonist: agonists of M1 muscarinic receptor; CHO-M1 cells, Fluo-4 calcium fluorescence, agonist mode; stronger effect = higher value; B-score at 10 µM; 64,000 tested, 3% active; AID 626;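 active means fluorescence rise, raw or as B-score row- and column-corrected plate score, outside the 99.7% band of its plate's samples, either direction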
5HT1a antag: antagonists of human 5-HT1a serotonin receptor; CHO 5-HT1a Ga15 NFAT-bla reporter, antagonist mode; inhibition, % at 10 µM; 62,000 tested, 0.68% active; AID 612;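 active means inhibition above the mean of all tested compounds plus 3 SD, cut at about 43% in these data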;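 further: receptor stimulated by 5-CT agonist at 100 nM near EC80; beta-lactamase reporter measured by ratiometric fluorescence of a cleavable substrate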
M1 antag: M1 muscarinic receptor (rat) antagonism; P08482; CHO-M1 cells, Fluo-4 calcium, ACh EC80 antagonist mode; stronger effect = lower value; B-score at 10 µM; 64,000 tested, 3.4% active;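 active means calcium fluorescence response, raw or row-and-column corrected B-score, differing from the plate sample mean either way at a set confidence level, mostly lower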
Target sequence (P08482 whole entry, looked up): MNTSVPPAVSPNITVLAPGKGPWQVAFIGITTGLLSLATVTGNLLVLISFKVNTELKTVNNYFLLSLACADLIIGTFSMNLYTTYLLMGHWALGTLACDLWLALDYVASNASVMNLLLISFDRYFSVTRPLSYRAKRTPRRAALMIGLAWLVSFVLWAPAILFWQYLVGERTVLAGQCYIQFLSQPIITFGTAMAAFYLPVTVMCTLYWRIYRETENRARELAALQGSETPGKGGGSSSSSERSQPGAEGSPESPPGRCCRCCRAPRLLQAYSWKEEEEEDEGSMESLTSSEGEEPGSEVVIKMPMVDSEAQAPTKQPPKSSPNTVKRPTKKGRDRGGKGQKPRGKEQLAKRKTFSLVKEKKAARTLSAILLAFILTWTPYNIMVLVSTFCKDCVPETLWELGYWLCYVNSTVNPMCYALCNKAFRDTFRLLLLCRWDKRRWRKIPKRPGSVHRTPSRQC
HTR1A agonist: 5-HT1a (human) receptor agonism; P08908; CHO 5-HT1a Ga15 NFAT-bla reporter, FRET ratio; 0% basal, 100% maximal reference agonist; activation, % at 10 µM; 65,000 tested, 0.56% active; AID 567;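 active means activation above the screen-wide mean activation plus 3 SD, cut at about 19% in these data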;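 further: 0% = DMSO wells and 100% = 5-CT at EC100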
S1P1 ag pot: agonists and agonism potentiators of human S1P1 receptor; P21453; S1P1 CRE-bla cells, forskolin, beta-lactamase FRET, potentiator mode; S1P1 agonist co-added at EC20, 2 nM; 100% = saturating reference agonist, 0% = basal; activation, % at 9.5 µM; 56,000 tested, 0.57% active;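 active means activation above a cutoff set at the mean activation of all tested compounds plus 3 SD, cut at about 54% in these data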;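 further: forskolin at 4 µM as EC80 and the EC20 agonist is SEW2871; 100% = SEW2871 at its EC100 plus forskolin at EC80; some compounds past the cut are filed as inactive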
Target sequence (P21453 whole entry, looked up): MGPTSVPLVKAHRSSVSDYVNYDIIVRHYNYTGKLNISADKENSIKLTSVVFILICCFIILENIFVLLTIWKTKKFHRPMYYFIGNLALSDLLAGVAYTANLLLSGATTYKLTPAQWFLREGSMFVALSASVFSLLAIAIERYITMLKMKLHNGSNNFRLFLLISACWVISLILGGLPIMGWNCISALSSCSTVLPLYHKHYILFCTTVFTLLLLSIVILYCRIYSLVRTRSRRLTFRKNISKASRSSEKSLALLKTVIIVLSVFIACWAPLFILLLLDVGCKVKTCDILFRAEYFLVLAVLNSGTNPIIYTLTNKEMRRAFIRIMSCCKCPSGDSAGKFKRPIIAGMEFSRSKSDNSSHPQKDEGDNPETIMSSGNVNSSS
An asterisk follows results filed as active; x = not tested or not shown.

nr	smiles	5HT1E antag	M1 agonist	HTR1A agonist	S1P3 agonist	S1P1 ag pot	M1 antag	5HT1a antag	Jurkat viability	HTR1E agonist
1	Cc1cccn2cc(-c3ccccc3)nc12	8	-0.038	-4.5	-1.1	-14	-0.31	4	0	1.4
2	CCc1ccc(NC(=O)C2CC=CCC2C(=O)O)cc1 (configuration not stated)	1	0.27	-0.2	x	x	-0.23	-4	x	-0.1
3	O=C1CC(c2ccccc2)n2nc(N3C(=O)c4ccccc4C3=O)nc2N1 (configuration not stated)	16	0.75	0.6	-4.6	7	0.73	x	x	-0.8
4	Cc1cccc(C)c1OCCCCc1c(C)n[nH]c1C	5	0.14	-3.3	-1.1	37	-0.85	11	15	0.8
5	Cc1ccc(S(=O)(=O)N2CCN(S(=O)(=O)N(C)C)CC2)cc1	9	-1.1	-1.4	0.2	x	-0.13	-4	3	0.5
6	COc1cccc(OC)c1-c1nnc(-c2cn(C)c3ccccc23)o1	8	1.7	-0.8	-1.1	2	0.35	-2	-7	1.3
7	O=C(CCn1c(=O)oc2ccccc21)NCc1ccc2c(c1)OCO2	-1	0.43	0.7	-0.1	-19	-0.82	-14	1	0.8
8	CC(CCc1ccccc1)NC(=O)CSc1nc(N)cc(N)n1 (configuration not stated)	-5	0.57	0.5	-0.1	9	-0.088	3	0	58*
9	CCn1c(SCC(=O)c2ccc(Cl)s2)nnc1-c1cccs1	3	-1	-2.6	0.6	23	-1.9	4	2	0.7
10	CCNC(=O)c1sc(=S)n(CC)c1N	11	1.3	-2.0	-0.5	-8	-0.3	2	8	-0.7
11	COc1cc(-c2c(C#N)c(N)nc3c2CCCC3)ccc1O	3	0.96	1.1	0.8	-4	0.8	-10	-5	1.1
12	CCCCNC(=O)OC(C)CNC(=O)Oc1cccc(C)c1 (configuration not stated)	-3	0.35	-3.7	-1.6	-1	-0.68	8	-7	-0.8
13	COc1ccc(C2N3CC4(C)CN2CC(C)(C3)C4O)cc1 (configuration not stated)	-7	0.071	-0.2	0.3	-6	0.1	-8	-4	1.2
14	COc1nc(Nc2nc3ccccc3c(=O)[nH]2)nc2ccc(C)cc12	3	1.5	4.1	-4.1	-91	-2.1*	-10	-6	0.7
15	COc1ccc(-c2cc(C(F)(F)F)nc(S(C)(=O)=O)n2)cc1OC	71*	-0.51	-3.1	x	x	0.088	78*	x	0.2
16	Cc1cc(NC(=O)C2CCCCC2C(=O)O)no1 (configuration not stated)	-4	0.07	-1.6	-0.3	x	0.17	-16	-5	-0.1
17	Cc1cc2ncc(C(=O)Nc3ccccc3)c(C)n2n1	-3	0.056	0.3	-0.6	2	-0.027	1	-2	-0.8
18	COCCCNC(=O)c1c(N)n(/N=C/c2cccs2)c2nc3ccccc3nc12	-31	0.73	86*	3.0	-123	-0.02	x	x	26*
19	CCc1cc2c3c(c(=O)oc2cc1OC)CCCC3	14	0.036	-3.5	-0.7	x	-1.8*	-54	14	-1.3
20	Cc1cc(C)c(C#N)c(SCC(=O)N2CCN(Cc3ccccc3)CC2)n1	0	0.076	-2.5	-2.0	-3	0.059	x	x	-0.2
21	COc1ccc2[nH]c(=O)c(CN(Cc3ccco3)Cc3nnnn3Cc3ccccc3)cc2c1	3	-0.46	2.3	-0.7	-1	-0.18	1	-7	0.6
22	Clc1ccc(C2CC(c3cccs3)n3ncnc3N2)cc1Cl (configuration not stated)	-4	0.63	-2.1	0.1	13	0.52	0	2	1.9
23	COC(=O)c1c(N)nc(C)n1-c1ccc(OC)cc1	-4	0.34	-3.0	0.3	16	0.77	5	-6	0.8
24	COc1ccc(Cl)c(Cn2c(NCCCN(C)C)nc3c2c(=O)n(C)c(=O)n3C)c1	0	0.096	-0.7	-0.5	1	-0.26	8	-3	-0.2
25	CCN1CCCC1CNC(=O)CSCc1nc(-c2ccccc2C)oc1C (configuration not stated)	10	-0.3	-1.5	-0.9	-18	-3.7*	15	2	-0.3
26	CC(=O)N1CCCc2cc(S(=O)(=O)N3CCN(C4CCCCC4)CC3)ccc21	-7	-0.079	-4.7	-1.3	11	-0.17	3	-1	0.0
27	CC(C)c1cc(C(=O)Nc2ccc3c(c2)OCO3)no1	-7	-0.26	0.8	-0.5	-10	0.12	2	-5	1.1
28	CCCn1c(-c2cccs2)nc2ccccc21	0	0.85	-2.8	-0.7	8	0.71	-3	0	0.5
29	CC(c1nnc(SCC(=O)Nc2ccc3[nH]c(=O)[nH]c3c2)n1Cc1ccccc1)N(C)C (configuration not stated)	-1	-0.002	-2.1	0.7	-4	0.6	-5	-3	-0.3
30	O=C1C2C3c4ccccc4C(c4ccccc43)C2C(=O)N1CN1CCOCC1 (configuration not stated)	2	-0.00058	0.4	-0.6	4	-0.054	-6	-7	0.1
31	C[C@@H](NC(=O)c1coc(=O)c(Br)c1)c1ccccc1	-2	-0.22	-1.4	x	x	-0.65	14	x	-0.4
32	O=C(c1c(F)cccc1F)N1CCC(O)(c2cccnc2)CC1	-1	-0.66	-0.1	-0.2	-7	-0.17	-1	-5	-1.3
33	CCOC(=O)c1ccc(COC(=O)CCc2nc3ccccc3[nH]c2=O)o1	-5	0.35	1.2	x	x	0.083	-4	x	-0.4
34	CCSC1(SCC)N=C(N)C2(C#N)C(c3ccccc3)NC(C)=CC12C#N (configuration not stated)	-3	-0.86	-1.5	-1.1	2	-0.37	1	6	0.1
35	CC(=O)N1CCN(CCN(CC2C(C)C=C(C)CC2C)C(C)=O)CC1 (configuration not stated)	-2	-1	-0.5	0.4	8	0.08	-10	2	0.4
36	N#CC1=C(N)Oc2n[nH]c(-c3ccccc3)c2C1c1cccnc1 (configuration not stated)	-4	0.37	-1.3	-0.5	-11	0.68	-1	-1	-1.1
37	CCOC(=O)c1cccc(NC(=O)Nc2cc(OC)ccc2OC)c1	3	0.24	-0.8	-0.1	-5	0.29	10	-1	0.0
38	Cc1ccc(NC(=O)N2CCC(C(=O)NCC(C)C)CC2)cc1	-1	0.28	2.0	0.7	5	0.15	6	-4	0.2
39	COc1ccc(C2(O)CCN(C(=O)Cc3cccnc3)CC2)cc1	7	0.13	1.5	x	x	0.16	-13	x	0.1
40	COc1ccccc1NC(=O)COC(=O)CNC(=O)c1ccc(OC)c(OC)c1	15	0.2	-3.5	0.5	1	1.4	-11	-6	1.0
41	COc1ccc(CC(=O)Nc2oc(-c3ccccc3)c(-c3ccccc3)c2C#N)cc1OC	14	0.63	0.9	-0.8	17	0.35	41	16	0.0
42	CC(=O)OCC(=O)Nc1ccc(Cl)cc1Cl	7	0.00015	-1.4	-1.3	11	1.4	-4	2	0.9
43	CC1CCCCN1Cc1ccc(-c2nn[nH]n2)cc1 (configuration not stated)	-5	-0.52	-4.2	-0.1	-44	-0.21	-1	-10	0.2
44	CCOC(=O)N1CCC(NC(=O)c2ccc(CNS(=O)(=O)c3ccc(F)cc3)cc2)CC1	2	0.07	-1.3	x	x	-0.29	-6	x	-1.1
45	COc1ccccc1N1CCN(C(=O)c2cc3cc(Br)ccc3oc2=O)CC1	10	-0.47	0.1	-1.0	-6	-0.093	-9	-4	1.0
46	O=C(Nc1cccc2ccccc12)c1ccc(Br)o1	3	0.8	-0.1	0.5	-12	-0.28	0	-3	-0.5
47	O=C(OCc1cc2ccccc2[nH]c1=O)C1CCCCC1	-1	0.078	-3.7	-0.5	5	-0.0024	0	-4	0.1
48	Cc1cc(C)nc(NS(=O)(=O)c2ccc(N3C(=O)C4CC=C(Cl)CC4C3=O)cc2)n1 (configuration not stated)	-4	-0.15	-1.6	-0.3	3	0.55	-2	-5	-1.0
49	CCOC(=O)c1ccccc1NC(=O)CC1SC(=NC)N(C)C1=O (configuration not stated)	-1	0.31	0.2	x	x	-0.18	2	x	-1.0
50	COc1cccc(-n2nnc3c(=O)n(CC(=O)N4CCCc5ccccc54)cnc32)c1	-3	0.69	2.6	x	x	-0.28	-10	x	-1.8

Reformatted as labelled records: entries from further up
46) O=C(Nc1cccc2ccccc12)c1ccc(Br)o1
  5HT1E antag: 3
  M1 agonist: 0.8
  HTR1A agonist: -0.1
  S1P3 agonist: 0.5
  S1P1 ag pot: -12
  M1 antag: -0.28
  5HT1a antag: 0
  Jurkat viability: -3
  HTR1E agonist: -0.5

47) O=C(OCc1cc2ccccc2[nH]c1=O)C1CCCCC1
  5HT1E antag: -1
  M1 agonist: 0.078
  HTR1A agonist: -3.7
  S1P3 agonist: -0.5
  S1P1 ag pot: 5
  M1 antag: -0.0024
  5HT1a antag: 0
  Jurkat viability: -4
  HTR1E agonist: 0.1

Other records follow:
nr	smiles	5HT1E antag	M1 agonist	HTR1A agonist	S1P3 agonist	S1P1 ag pot	M1 antag	5HT1a antag	Jurkat viability	HTR1E agonist
51	CCN(CC)c1ccc(NC(=O)CSc2nnc(N)s2)cc1C	1	0.71	-0.3	-1.4	-4	0.072	1	1	-0.5
52	CC(COc1cccc2ccccc12)CN1CCN(C)CC1 (configuration not stated)	-12	-0.94	1.2	0.0	-3	-2.8	2	-1	0.0
53	COc1cc(OC)c(C(=O)Nc2ccc(N(C)C)cc2)cc1OC	-8	-0.7	-1.2	-0.8	0	-0.0086	-1	1	-0.8
54	CCOc1ccccc1C1NC(=O)NC(C)=C1C(=O)OC1CCCCC1 (configuration not stated)	-12	1.3	-0.1	-1.4	-12	0.49	-5	-4	2.9
55	CCN(CC)CCNC(=O)c1ccc(N2CCCCC2)c(NS(=O)(=O)c2ccc(C)cc2)c1	-2	-0.68	-2.5	-0.4	-2	-1.2	2	-4	-1.0
56	COc1ccc(Cl)cc1NC(=O)CSc1nncn1-c1cccnc1	4	1.2	-1.6	0.2	-43	0.066	-1	7	-0.9
57	COc1ccc(N2CCN(Cc3nc4c(c(=O)n(C)c(=O)n4C)n3Cc3ccccc3C)CC2)cc1	-4	0.6	-0.1	0.6	-18	0.11	-18	-2	0.3
58	CCC(C)NC(=O)NC1C(NC(=O)NC(C)CC)N(C)C(=O)N1C (configuration not stated)	5	0.73	-1.9	-1.4	-1	0.14	2	-4	0.4
59	O=C1CCC(=O)N1c1ccccc1-c1ccccc1	-1	0.0032	-5.2	-0.3	-22	0.81	-4	-2	0.4
60	CCCNC(=O)C1CCN(S(=O)(=O)c2ccc3nc4c(c(C(=O)O)c3c2)CCCCC4)CC1	-7	-0.75	-1.6	-0.7	-12	-0.31	-4	-5	0.8
61	N/C(=N\O)C1COc2ccccc2O1 (configuration not stated)	-2	-0.95	-3.6	0.6	-8	1.2	8	-5	0.9
62	C=CCNC(=O)CSc1nc2sc(C)c(C)c2c(=O)[nH]1	1	0.87	-1.2	0.2	-5	0.17	-1	-16	0.7
63	O=C(CN1CCOc2ccccc21)NC1CCCCCCC1	4	-0.029	-2.1	-0.6	-11	-0.31	14	-1	0.8
64	CN(CC(=O)Nc1ccc(F)c(Cl)c1)S(=O)(=O)c1cccc2nsnc12	0	0.31	-2.5	-0.6	20	0.19	18	1	0.2
65	CCOC(=O)c1c(C)[nH]c(C(=O)COC(=O)CNC(=O)C2CCCCC2)c1C	3	-1.1	-4.3	0.2	-27	-0.04	3	0	-0.3
66	Cc1ccc2cc(CN(CCCN(C)C)C(=O)NCc3ccccc3)c(=O)[nH]c2c1C	3	-0.12	-4.9	0.1	7	0.046	-23	6	-1.2
67	Cc1ccccc1-n1c(=O)cc(NCc2ccc3c(c2)OCO3)[nH]c1=O	3	0.044	0.4	x	x	-0.12	20	x	-0.5
68	COc1ccc(-n2c(=O)cc(N3CCN(Cc4ccccc4)CC3)[nH]c2=O)cc1	2	-0.38	-3.3	-0.3	-9	-1.1	2	-8	0.5

Source: PubChem BioAssay
